High-throughput results: PubChem BioAssay, several laboratories
bCat KO growth = beta-catenin-lacking colon tumor cell growth suppression; HCT116 beta-catenin knockout viability, CellTiter-Glo, 60 h; stronger effect = lower value; viability, % at 10 µM; 140,000 tested, 1.5% active;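 active = viability at or under a set limit, the compound median less 4 SD, cut at about 6% in these data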;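 note: 0% = Hyamine 1622 control at 20 µM and 100% = untreated cell control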
Yeast growth inh = yeast BB579 growth reduction in restrictive medium; S. cerevisiae BB579 growth, OD615, 48 h; inhibition, % at 10 µM; 140,000 tested, 0.51% active;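 active = inhibition above a set limit, 3 SD over the mean compound inhibition, cut at about 44% in these data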; note: inactives centre near -24
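Assay system – yeast BB579 (DeaD) · Dosing – single compound dose of 10 µM, 0.25% DMSO final · Detection – OD615 turbidity measurement · Buffer or medium – CSMM-D restrictive synthetic medium containing dextrose (glucose) · Benchmarks – positive control amphotericin B 10 µg/mL · Incubation – 48 h exposure, 30 °C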
HCT116 PTEN-null = suppresses growth of cells with PTEN deletion. viability, % at 10 µM. 140,000 tested, 1.2% active. HCT116 PTEN-null viability, CellTiter-Glo, 60 h; stronger effect = lower value;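 active = viability at or below a set limit, 4 SD under the median of all tested compounds, cut at about 3.7% in these data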;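 note: PTEN knockout HCT116 line with beta catenin targeted HCT116 as companion control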
Phagocyt inh = macrophage phagocytosis inhibition; 110,000 tested, 0.07% active; AID 1029; inhibition, % at 5 µM; J774A.1 macrophage IgG-bead phagocytosis, imaging;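 active = inhibition above the mean of the plate negative controls plus 5 SD, cut at about 13% in these data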;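 note: phagocytic index as fraction of beads internalized from green versus red external bead signal; plate controls were DMSO negative control for no effect and cytochalasin-D positive control for full effect; some results beyond the cut were filed as inactive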
MRP1 act = MRP-1 activation. H69AR cells + doxorubicin, viability rescue, CellTiter-Glo. viability increase, % at 10 µM. 140,000 tested, 0.61% active;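 active = viability gain under doxorubicin at or above a set limit, the compound median plus 3 SD, cut at about 4.7% in these data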;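 note: MRP-1 overexpressing cells given doxorubicin 25 µM after compound pretreatment; 18-22 h compound pretreatment then 72 h with doxorubicin before readout; 0% = doxorubicin-only wells and 100% = vehicle-treated cells without doxorubicin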
Measles CPE = protection of cells from measles virus; Measles virus-infected cells, CPE protection, absorbance; protection (pct of control), % at 4 µM; 140,000 tested, 1.5% active; in the data active = protection mostly above about 24%, no sharp cut-off; inactive = mostly below about 26%; note: some compounds called inactive have numbers as strong as hits
NPY Y2 blocker = NPY-Y2 (human) receptor antagonism | AID 793 | 140,000 tested, 0.99% active | NPY-Y2 expressing cells, antagonist mode | inhibition, % at 2.7 µM; in the data active = inhibition above about 17%;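 note: 0% = vehicle with agonist challenge and 100% = reference antagonist with challenge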
Target sequence (P49146 whole entry, looked up): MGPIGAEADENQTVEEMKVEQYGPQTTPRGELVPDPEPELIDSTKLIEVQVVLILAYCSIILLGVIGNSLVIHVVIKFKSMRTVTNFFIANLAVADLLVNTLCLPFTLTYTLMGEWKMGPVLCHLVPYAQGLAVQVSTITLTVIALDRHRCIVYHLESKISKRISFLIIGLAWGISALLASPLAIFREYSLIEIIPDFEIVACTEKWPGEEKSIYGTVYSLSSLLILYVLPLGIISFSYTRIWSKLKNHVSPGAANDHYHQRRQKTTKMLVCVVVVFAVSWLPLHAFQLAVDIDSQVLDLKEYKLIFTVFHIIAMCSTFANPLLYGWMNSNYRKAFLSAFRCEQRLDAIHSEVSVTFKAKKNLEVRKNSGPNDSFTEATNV
E-sel TNF inh = TNF alpha driven E-selectin expression inhibition. AID 1246. inhibition, % at 2 µM. 120,000 tested, 0.71% active. HUVEC TNFa-induced E-selectin immunofluorescence, high content;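 active = inhibition above the batch mean plus 3 SD, and confirmed as a hit on visual image review, cut at about 43% in these data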;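 note: 0% = TNF-stimulated DMSO wells and 100% = unstimulated control wells; not every result past the cut was called active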
Yeast lifespan up = extends the lifespan of yeast | S. cerevisiae growth with nicotinamide, OD615; deaD strain in restrictive glucose medium | AID 775 | 130,000 tested, 0.68% active | inhibition of the nicotinamide effect, % at 10 µM;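 active = inhibition above a set limit, placed 3 SD over the median of all compounds, cut at about 26% in these data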;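 note: 0% = nicotinamide-treated wells and 100% = cells grown without nicotinamide; some compounds called inactive have numbers as strong as hits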
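assay system = DeaD-strain S. cerevisiae | buffer or medium = restrictive glucose medium | reagent = 1.5 mM nicotinamide | compound = 10 µM single point, 0.25% DMSO | incubation = 48 h compound exposure at 30 °C, humidified | signal = OD615 measurement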
GALR2 blocker = blocks the human galanin receptor 2; inhibition, % at 4 µM; O43603; 140,000 tested, 0.39% active; GALR2-expressing cells, antagonist mode; in the data active = inhibition above about 27%;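 note: cells stimulated with galanin 1-16 at roughly its EC80; 0% = agonist challenge control and 100% = basal control without agonist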
Target sequence (O43603 whole entry, looked up): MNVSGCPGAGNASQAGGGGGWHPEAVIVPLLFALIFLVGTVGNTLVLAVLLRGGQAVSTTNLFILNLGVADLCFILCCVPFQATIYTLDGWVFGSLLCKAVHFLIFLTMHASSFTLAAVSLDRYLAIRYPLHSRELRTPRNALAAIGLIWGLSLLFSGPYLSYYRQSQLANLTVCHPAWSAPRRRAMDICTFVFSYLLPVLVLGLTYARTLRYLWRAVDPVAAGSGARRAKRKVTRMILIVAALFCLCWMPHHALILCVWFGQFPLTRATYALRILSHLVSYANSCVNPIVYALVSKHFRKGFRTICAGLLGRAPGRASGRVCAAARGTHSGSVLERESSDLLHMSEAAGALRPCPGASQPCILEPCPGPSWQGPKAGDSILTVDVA
An asterisk follows results filed as active; / = no result given.

1	O=C(CSc1nnc(COc2ccc(F)cc2)o1)N1c2ccccc2CCc2ccccc21
2	O=C(O)CCSc1nc2ccccc2c(=O)[nH]1
3	COc1ccc(/C=N/Nc2ncc(C(F)(F)F)cc2Cl)cc1OC
4	CC1c2[nH]c3ccccc3c2CCN1C(=O)Nc1ccccc1 (configuration not stated)
5	Cc1noc2c1C(c1ccc(N(C)C)cc1)C1=C(CC(C)(C)CC1=O)N2 (configuration not stated)
6	CCOc1ccc(N2C(=O)/C(=C/c3ccco3)N(C)C2=S)cc1
7	CC(C)CCNC(=O)C(c1ccco1)N(Cc1cccs1)C(=O)Cn1nnc2ccccc21 (configuration not stated)
8	COc1cc(/C=N/NC(=O)Cc2ccccc2)ccc1Oc1ccc([N+](=O)[O-])cc1[N+](=O)[O-]

Screen / compound no.,1,2,3,4,5,6,7,8
bCat KO growth,51,92,103,36,69,71,97,19
Yeast growth inh,-23,-29,-18,-24,-45,-44,-1,-58
HCT116 PTEN-null,46,94,101,32,73,58,88,32
Phagocyt inh,/,/,6,/,1,/,-1,0
MRP1 act,0.5,-0.4,-1.5,-4.9,-1.2,-3.1,0.0,-5.4
Measles CPE,4,23,8,10,9,4,1,43*
NPY Y2 blocker,2,8,-1,-1,-2,-2,14,0
E-sel TNF inh,-53,2,3,-1,1,/,/,9
Yeast lifespan up,-5,-3,-5,/,-5,1,-6,-3
GALR2 blocker,16,9,5,15,20,4,7,2

9	COc1ccccc1NC(=O)C1CCCN(c2nc(C)cc(C)n2)C1 (configuration not stated)
10	CCCCCCCCCSc1n[nH]c(N)n1
11	c1coc(-c2nc(-c3ccncc3)no2)c1
12	CCn1c(CNC(=O)C(C)(C)C)nc2ccccc21
13	CCOc1ccc(NC(=O)N2CCC(n3nnc4cc(C)ccc43)CC2)cc1
14	COc1ccc(NC(C)=O)cc1NC(=O)CN1CCN(c2ccccn2)CC1
15	COc1ccccc1OCc1ccc(C(=O)NCCN(C)C)o1
16	CN(C)C(=O)C(=O)c1cccn1-c1ccccc1C#N

Screen / compound no.,9,10,11,12,13,14,15,16
bCat KO growth,101,80,88,104,91,95,91,101
Yeast growth inh,-31,-11,3,-1,-69,-21,-25,-76
HCT116 PTEN-null,95,85,91,103,102,99,101,120
Phagocyt inh,/,/,0,-1,-1,-1,/,0
MRP1 act,-2.4,-3.5,-0.2,-2.2,1.5,-5.1,-1.7,-0.6
Measles CPE,33*,60*,3,14,7,9,4,8
NPY Y2 blocker,4,3,2,2,1,-1,1,0
E-sel TNF inh,0,-25,-38,1,-49,-34,-25,-13
Yeast lifespan up,/,-25,-13,-11,-5,-3,-21,-8
GALR2 blocker,-15,3,4,2,7,-3,7,-17

17	O=c1c2c3n(c(=S)nc2[nH]n1-c1ccccc1)CCCCC3
18	O=C(O)Cn1c2c(c3ccccc31)CCCC2
19	O=C(NCCCCNC(=O)c1ccc(Br)s1)c1ccc(Br)s1
20	CC(C)C12CN3CC(C(C)C)(CN(C1)C3c1ccco1)C2=O (configuration not stated)
21	CC(C)COc1ccc(-c2nnc(-c3ccncc3)o2)cc1
22	COc1cccc(CNC(=O)CCn2c(=O)oc3ccccc32)c1
23	O=C(NC1CCCCC1)N1CCCc2ccccc21
24	Cc1ccccc1CSCC(=O)NC(=O)NCc1ccco1

Screen / compound no.,17,18,19,20,21,22,23,24
bCat KO growth,101,96,103,89,42,89,106,100
Yeast growth inh,-30,-11,-44,-39,-7,-49,-22,-74
HCT116 PTEN-null,104,98,101,103,57,89,91,107
Phagocyt inh,0,0,-1,/,-1,-1,-1,-1
MRP1 act,3.6,0.1,0.4,0.9,1.6,-1.1,-0.2,-1.7
Measles CPE,34,9,11,6,1,11,2,6
NPY Y2 blocker,0,3,-1,-4,2,5,4,2
E-sel TNF inh,1,-35,1,12,6,-7,/,8
Yeast lifespan up,2,/,-2,-10,-27,-6,-8,-10
GALR2 blocker,-17,9,-10,2,-8,-1,2,-12

25	COc1ccc(-c2c(C(C)=O)c(C)nc3sc4c(=O)[nH]nnc4c23)cc1
26	CCOc1ccc2[nH]c(=O)c(CN(CCO)C(=O)c3ccc(OC)c(OC)c3)cc2c1
27	O=S(=O)(N1CCOCC1)N1CCN(c2ccc(F)cc2)CC1
28	O=C(c1cccnc1)N(c1cc2sc(=O)oc2c2ccccc12)S(=O)(=O)c1ccccc1
29	O=C(COc1ccccc1)Nc1nnc(-c2ccc(Cl)s2)o1
30	COc1ccc(/C=C2/CCOC2=O)cc1
31	COc1ccc(-n2nnnc2SCC(=O)NCc2ccco2)cc1OC
32	Cc1cc(NC(=O)CSc2nccn2-c2ccc(F)cc2)no1

Screen / compound no.,25,26,27,28,29,30,31,32
bCat KO growth,96,97,93,63,100,96,96,91
Yeast growth inh,-20,-28,0,-7,-5,-10,-33,-25
HCT116 PTEN-null,102,99,98,63,111,96,108,102
Phagocyt inh,-5,-1,-1,/,0,0,4,-1
MRP1 act,-2.8,0.8,-0.8,-4.1,-2.2,-1.5,-0.5,0.5
Measles CPE,1,18,28,7,10,6,6,5
NPY Y2 blocker,1,1,3,2,9,2,3,0
E-sel TNF inh,20,4,5,-6,/,/,-1,-8
Yeast lifespan up,-4,-1,11,4,-6,-16,-2,-4
GALR2 blocker,-1,-10,-5,9,-6,0,9,5

The final two compounds of the section before lead into the next.
31	COc1ccc(-n2nnnc2SCC(=O)NCc2ccco2)cc1OC
32	Cc1cc(NC(=O)CSc2nccn2-c2ccc(F)cc2)no1
33	CC1=CC(C)(C)N(C(=O)CN2C(=O)c3ccccc3C2=O)c2ccc(C)cc21
34	Cc1ccc(S(=O)(=O)N2CCN(Cc3ccccc3C(F)(F)F)CC2)cc1
35	O=C(Nc1ccon1)c1cc2c(s1)CCCCCC2
36	CCn1c(SCC(=O)c2ccc(F)cc2)nnc1-c1ccoc1C
37	Cc1cc(O)ccc1C1(c2ccc(O)cc2C)OC(=O)c2ccccc21
38	COc1ccc(N2CCN(C(=O)C3CCCO3)CC2)cc1 (configuration not stated)
39	O=C(NC1CCCC1)C(c1ccsc1)N(Cc1ccco1)C(=O)Cc1cccs1 (configuration not stated)
40	O=[N+]([O-])c1ccc(S(=O)(=O)CC2CSc3nc4ccccc4n32)cc1 (configuration not stated)

Screen / compound no.,31,32,33,34,35,36,37,38,39,40
bCat KO growth,96,91,79,71,80,89,88,84,69,75
Yeast growth inh,-33,-25,-24,-16,-66,1,-14,12,-36,-24
HCT116 PTEN-null,108,102,79,85,75,89,99,89,69,75
Phagocyt inh,4,-1,/,/,0,-4,/,-3,1,-4
MRP1 act,-0.5,0.5,-2.4,1.1,2.1,-0.6,-3.3,-2.6,-3.0,-1.7
Measles CPE,6,5,6,17,13,7,30,25,3,17
NPY Y2 blocker,3,0,2,-2,1,5,5,4,38*,4
E-sel TNF inh,-1,-8,-20,-5,-15,22,17,-12,/,2
Yeast lifespan up,-2,-4,/,-11,-15,-9,/,-26,-21,-5
GALR2 blocker,9,5,-11,-8,-8,6,-11,-8,6,1

41	Cc1nc2ccc(N)cc2s1
42	CC1(C)CC2(CCO1)OC(=O)CC2C(=O)NCCc1ccccc1 (configuration not stated)
43	Cn1c(SCCN2CCCCC2)nnc1-c1ccccc1Br
44	CCCc1cc(=O)[nH]c(SCC(=O)NC)n1
45	O=C(c1ccccc1)c1ccc(C(=O)N2CCN(c3ccc(F)cc3)CC2)o1
46	O=C(Nc1ncc(C(F)(F)F)cc1Cl)C1COc2ccccc2O1 (configuration not stated)
47	CCN(CC)S(=O)(=O)c1cccc(C(=O)NN2Cc3ccccc3C2=N)c1
48	Cc1ccc2c(c1)/C(=N/O)CCS2

Screen / compound no.,41,42,43,44,45,46,47,48
bCat KO growth,93,86,98,90,89,106,89,99
Yeast growth inh,-27,-2,-33,2,-69,10,-35,-62
HCT116 PTEN-null,102,96,92,94,88,104,97,103
Phagocyt inh,-2,/,-2,/,-1,8,-2,2
MRP1 act,-3.2,0.3,-1.2,0.2,-4.9,-0.6,-1.5,-0.2
Measles CPE,11,11,4,5,4,4,8,5
NPY Y2 blocker,0,0,1,0,0,5,-2,6
E-sel TNF inh,18,36,-15,/,1,9,-50,24
Yeast lifespan up,-8,-11,-8,-7,-4,-8,4,-12
GALR2 blocker,-4,6,8,2,-6,-1,-14,0

49	COc1ccc(N(CC(=O)Nc2cc(OC)ccc2OC)S(=O)(=O)c2c(C)nn(C)c2C)cc1
50	CCCCN(CCCC)Cc1ccc(N)cc1
51	O=C(Cn1cc(C(F)(F)F)ccc1=O)NCCc1ccc(Cl)cc1Cl
52	O=C(/C=C/c1ccco1)N1CCN(C/C=C/c2ccccc2)CC1
53	CCN(CC)S(=O)(=O)c1cccc(N=NC2=C(O)CCCC2=O)c1

Screen / compound no.,49,50,51,52,53
bCat KO growth,62,94,92,76,93
Yeast growth inh,-64,-47,-22,-6,-37
HCT116 PTEN-null,61,99,84,90,96
Phagocyt inh,0,/,-12,2,-4
MRP1 act,-1.4,-0.3,-2.3,-3.5,-2.4
Measles CPE,7,14,17,11,7
NPY Y2 blocker,2,2,1,6,1
E-sel TNF inh,/,-14,24,11,/
Yeast lifespan up,-5,-3,-1,1,2
GALR2 blocker,-5,17,-13,-2,5

Sorted by the number under Yeast growth inh (low to high): some entries from above
nr	SMILES	Yeast growth inh
49	COc1ccc(N(CC(=O)Nc2cc(OC)ccc2OC)S(=O)(=O)c2c(C)nn(C)c2C)cc1	-64
50	CCCCN(CCCC)Cc1ccc(N)cc1	-47
52	O=C(/C=C/c1ccco1)N1CCN(C/C=C/c2ccccc2)CC1	-6
